NPR1 activator = GC-A (human) enzyme activation; P16066; HEK293 GC-A cells, cGMP TR-FRET, EC30 ANP; 0% at EC30 ANP, 100% saturating ANP; activation, % at 10 µM; 370,000 compounds, 0.14% hits; AID 1671463; in the data active means activation above about 40%
Target sequence (P16066 whole entry, looked up): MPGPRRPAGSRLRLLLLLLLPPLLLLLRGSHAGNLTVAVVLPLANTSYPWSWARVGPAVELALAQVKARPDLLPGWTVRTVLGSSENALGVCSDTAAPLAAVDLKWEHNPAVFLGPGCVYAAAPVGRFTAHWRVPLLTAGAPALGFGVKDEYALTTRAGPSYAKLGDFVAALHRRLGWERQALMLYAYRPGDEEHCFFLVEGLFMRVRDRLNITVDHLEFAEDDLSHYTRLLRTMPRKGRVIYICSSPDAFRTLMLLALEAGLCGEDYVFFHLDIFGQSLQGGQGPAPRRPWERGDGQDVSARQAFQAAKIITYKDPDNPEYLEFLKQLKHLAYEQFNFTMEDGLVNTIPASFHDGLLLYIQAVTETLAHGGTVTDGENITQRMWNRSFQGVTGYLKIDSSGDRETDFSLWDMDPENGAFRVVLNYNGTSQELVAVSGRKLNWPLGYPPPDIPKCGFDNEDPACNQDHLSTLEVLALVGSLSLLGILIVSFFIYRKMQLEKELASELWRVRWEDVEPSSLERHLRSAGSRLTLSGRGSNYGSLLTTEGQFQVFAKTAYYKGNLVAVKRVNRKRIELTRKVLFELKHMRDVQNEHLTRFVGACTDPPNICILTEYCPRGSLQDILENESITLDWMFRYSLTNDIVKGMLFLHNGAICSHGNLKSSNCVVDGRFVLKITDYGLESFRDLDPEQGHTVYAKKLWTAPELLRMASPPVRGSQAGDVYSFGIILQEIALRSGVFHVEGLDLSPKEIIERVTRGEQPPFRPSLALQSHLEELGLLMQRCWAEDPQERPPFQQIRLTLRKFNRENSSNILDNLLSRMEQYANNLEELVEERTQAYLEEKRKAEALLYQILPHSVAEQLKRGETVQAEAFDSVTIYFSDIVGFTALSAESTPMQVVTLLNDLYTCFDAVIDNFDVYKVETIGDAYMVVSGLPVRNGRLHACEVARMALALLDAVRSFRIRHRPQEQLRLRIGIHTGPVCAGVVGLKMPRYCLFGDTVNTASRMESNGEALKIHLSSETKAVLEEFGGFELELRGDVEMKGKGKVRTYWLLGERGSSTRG
DAX1 inh-1 = inhibitors of DAX1 repression of SF-1 activated StAR promoter; HEK293T StAR-luciferase reporter, SF-1/DAX-1 repression relief; inhibition, % at 6.8 µM; 370,000 compounds, 1.1% hits; AID 652010;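 active means inhibition above the mean over all tested compounds plus 3 SD, cut at about 3.6% in these data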;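 further: 0% = DAX-1 cells with DMSO and 100% = cells lacking DAX-1 with DMSO; higher inhibition means more luminescence from relief of DAX-1 repression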
SMARCA2 act = SMARCA2 function activation, primary screen; activation, % at 9.1 µM; MG213 cells, MMTV-luciferase reporter, dexamethasone, overnight; 370,000 compounds, 1% hits; in the data active means activation above about 7.8%;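 further: 0% = vehicle wells and 100% = reference activator wells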
HGIII-sPLA2 inh = Blocks human group III sPLA2 activity. Q9NZ20. QFRET BODIPY PC-A2 liposome hydrolysis, fluorescence. inhibition, % at 12.2 µM. 370,000 compounds, 0.56% hits. AID 743126;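 active means inhibition above mean plus 3 SD of compounds lying within the high and low control bounds, cut at about 19% in these data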;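 further: 0% = median of test compound wells and 100% = no enzyme DMSO wells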
hcDAF-12 act = activators of H. contortus DAF-12 nuclear receptor. 370,000 compounds, 1.4% hits. HEK293 hcDAF-12 lit1-tk-luc reporter, luminescence; 0% DMSO, 100% Δ7-dafachronic acid. activation, % at 6.8 µM;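 active means activation above the mean of all tested compounds plus 3 SD, cut at about 5.5% in these data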;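 further: 100% = response to 3 µM Δ7-dafachronic acid high control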
GC-B act = GC-B (human) receptor activation; P20594; HEK293-GC-B cells, CNP EC30, cGMP TR-FRET; 0% at EC30 CNP, 100% saturating CNP; activation, % at 10 µM; 370,000 compounds, 0.11% hits; AID 1920062;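 active means activation at 10 µM reaching about 35% in either raw or pattern-adjusted values, limit read from the data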
GAA850 FXN act = increases GAA850 frataxin promoter reporter activity; 360,000 compounds, 0.56% hits; HEK293 lucGAA850 FXN promoter luciferase reporter, 24 h; percent of 10 µM SAHA response; activation, % at 6 µM;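 active means activation above the average of all compounds screened plus 3 SD, cutoff fixed separately per campaign, cut at about 7.5% in these data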;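 further: 0% = DMSO wells and 100% = 10 µM SAHA wells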
ADAM10 inh = ADAM10 inhibition, QFRET primary screen. inhibition, % at 7 µM. 370,000 compounds, 0.62% hits. O14672. recombinant ADAM10, EDANS/DABCYL FRET peptide cleavage, 3 h;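 active means inhibition above a per-campaign cutoff equal to the mean of compounds falling between control-based bounds plus 3 SD, cut at about 20% in these data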;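 further: 0% = DMSO wells while the 100% control is not disclosed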
DAX1 inh-2 = inhibits human nuclear receptor DAX1 | 340,000 compounds, 0.99% hits | AID 504766 | P51843 | inhibition, % at 6.75 µM | HEK293 Gal4-DAX1 luciferase reporter, luminescence;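 active means inhibition above the mean over all tested compounds plus 3 SD, cut at about 4.2% in these data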;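 further: 0% = DAX1-transfected cells with DMSO and 100% = empty-vector control cells with DMSO; inhibition shows as a rise in luminescence from relieved DAX1 repression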
hgDAF-12 ag = agonists of H. glycines DAF-12 nuclear receptor; HEK293 GAL4-hgDAF12 UAS-luciferase reporter, agonist luminescence; normalized to butyrate control; activation, % at 6.8 µM; 370,000 compounds, 1.8% hits;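 active means activation above a cutoff set at the mean of all screened compounds plus 3 SD, cut at about 10% in these data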;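 further: 0% = DMSO wells and 100% = sodium butyrate wells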
ssDAF-12 act = S. stercoralis DAF-12 activation, primary screen; activation, % at 6.8 µM; 370,000 compounds, 1% hits; AID 652126; HEK293 ssDAF-12/GRIP1 lit1-tk-luc reporter, luminescence; % of 3 µM dafachronic acid response;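 active means activation above the mean over all tested compounds plus 3 SD, cut at about 0.9% in these data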;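 further: 0% = DMSO-only wells and 100% = 3 µM delta7-dafachronic acid wells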
Starred values were filed as active, the others as inactive; . = not tested or not shown.

Values run as follows: NPR1 activator | DAX1 inh-1 | SMARCA2 act | HGIII-sPLA2 inh | hcDAF-12 act | GC-B act | GAA850 FXN act | ADAM10 inh | DAX1 inh-2 | hgDAF-12 ag | ssDAF-12 act
1. O=C(NCCCCCCNC(=O)c1ccc(Br)s1)c1ccc(Br)s1
    -8 | -1.9 | 0 | -6 | 0.5 | -7 | 2.3 | 0 | -1.0 | 0.3 | -0.9
2. Cc1cc2nc(C)c(=O)n(C)c2cc1C
    1 | 0.3 | -5 | 23* | 1.7 | -1 | 0.7 | -470 | 2.0 | 4.9 | -1.1
3. O=C(CCCN1C(=O)c2cccc3cccc(c23)C1=O)NC1CCS(=O)(=O)C1 (centres undefined)
    -3 | 0.7 | 0 | 0 | -0.3 | -4 | 1.5 | -353 | 0.5 | 0.8 | -1.0
4. O=C(CCNC(=O)c1ccccc1)NC1CCCc2ccccc21 (centres undefined)
    2 | 1.6 | -1 | 4 | 0.9 | 2 | -0.7 | -10 | 1.6 | 2.4 | -0.1
5. CC1CCC2(CCC(=O)N2CCCOC(=O)c2ccccc2)CC1 (centres undefined)
    -7 | 1.2 | 0 | 6 | 1.0 | -2 | . | 5 | . | -0.6 | -1.1
6. Cc1ccc(NC(=O)CSc2nnc(-c3cnccn3)n2Cc2ccco2)cc1
    -6 | -0.5 | 23* | -5 | -2.5 | -8 | 1.2 | 1 | 0.4 | -4.5 | -1.3
7. Oc1ccccc1Cn1nnc2ccccc21
    -3 | 0.9 | -3 | 4 | -0.9 | 4 | 1.9 | -9 | -0.1 | 1.3 | -0.3
8. CCOC(=O)c1c(NC(C)=O)sc2c(OC(C)=O)cccc12
    -1 | 0.2 | 6 | 2 | 0.6 | -4 | 1.4 | 3 | -0.3 | 3.8 | -1.4
9. O=C1OC(c2ccccc2)c2ccccc21 (centres undefined)
    0 | 0.4 | 1 | 0 | -2.1 | 1 | 1.5 | 10 | -0.9 | 10 | -1.1
10. O=C(OCCCOc1ccc(F)cc1)c1ccc(O)cc1O
    1 | -0.9 | -2 | -16 | -2.2 | 9 | 0.1 | 12 | 0.0 | -0.7 | -1.6
11. COc1ccc(CNC(=O)C[C@H]2C[C@H](C(=O)N3CCOCC3)[C@@]3(C)c4[nH]c5ccc(Cl)cc5c4CCN3C2=O)cc1OC
    7 | 1.9 | 3 | -8 | -2.2 | -5 | -1.4 | -2 | -0.5 | -1.1 | -1.4
12. CC(=O)Nc1ccc(-c2csc(NNC(=O)c3ccc(C)cc3)n2)cc1
    -1 | -0.4 | 3 | 30* | 0.5 | -2 | -1.4 | 7 | 0.0 | 0.4 | -1.2
13. COC(=O)c1ccc2nc(-c3ccc(Cl)cc3)c(CC3CCCCC3)n2c1
    29 | 0.7 | -1 | 1 | 3.1 | 21 | . | -26 | . | 4.5 | 0.9
14. Cc1ccc(C(=O)/C=C/N(C)C)o1
    5 | 0.1 | 0 | -3 | -2.1 | 1 | 1.7 | 9 | -0.3 | 0.2 | -1.8
15. N/C(=N\OC(=O)c1ccc2ccccc2c1)c1ccc(Br)cc1
    1 | -0.3 | -4 | 11 | 1.1 | 6 | 0.2 | -10 | -0.6 | 3.2 | -0.4
16. CCc1nc(SCc2ccc(Cl)cc2)n[nH]1
    3 | 0.4 | 2 | 1 | 1.8 | 4 | 3.3 | 9 | 0.7 | 1.4 | -1.4
17. CCNC(=O)C1CCCN(C(=O)c2ccccc2OC(F)(F)F)CC1 (centres undefined)
    5 | 0.1 | -1 | -4 | -1.3 | 5 | 0.7 | -8 | . | 1.1 | 0.6
18. CCOc1ccccc1CNS(=O)(=O)c1csc(C(N)=O)c1
    1 | -0.2 | 0 | -1 | -1.9 | 1 | 2.4 | -3 | 0.2 | -2.1 | -1.1
19. Cc1ccc(C(CC(=O)N2CCCCC2)c2ccccc2)c(O)c1C (centres undefined)
    -13 | 0.3 | -2 | -3 | 1.1 | -2 | -1.5 | 3 | 0.7 | -0.3 | 1.6*
20. COC(=O)C1=C(C)NC(=S)N(C(C)=O)C1c1ccccc1 (centres undefined)
    2 | -0.4 | -2 | 12 | -0.9 | 7 | 2.1 | -6 | 0.7 | 0.4 | -1.3
21. O=C(NCc1ccncc1)C(=O)NCC(c1ccco1)N1CCN(c2ccccc2F)CC1 (centres undefined)
    1 | -0.1 | 4 | -4 | -1.6 | 5 | -1.6 | 5 | 2.5 | -2.0 | -1.5
22. O=[N+]([O-])c1ccc(N2CCN(Cc3ccccc3)CC2)c2c1no[n+]2[O-]
    0 | -5.6 | -9 | 2 | -5.1 | -2 | -10 | 5 | -5.2 | -13 | -2.4
23. C[C@H](CO)N1C[C@H](C)[C@@H](CN(C)S(C)(=O)=O)Oc2ccc(NS(=O)(=O)c3cn(C)cn3)cc2C1=O
    2 | 0.0 | -2 | 4 | 0.0 | -1 | -0.6 | -13 | 2.9 | -1.2 | -1.1
24. COc1ccc(CCNC(=O)COC(=O)c2cc(OC)c(OC)cc2OC)cc1OC
    -4 | 0.0 | 0 | 3 | 2.0 | -3 | 0.4 | -5 | -0.8 | -0.9 | -1.1
25. O=C(c1cc(-c2cccc(Cl)c2)on1)N1CCc2ccccc2C1
    -4 | 0.2 | -2 | 2 | -0.4 | -2 | 1.6 | 1 | -0.4 | -1.3 | -1.1
26. CC(=O)c1cnn(-c2c(Cl)cc(Cl)cc2Cl)c1C
    2 | 0.1 | -2 | 1 | -1.8 | 5 | -0.5 | 2 | 1.7 | -0.7 | -2.2
27. COc1ccc(NC(=O)C2OCCc3ccccc32)c(OC)c1 (centres undefined)
    -3 | -0.5 | -1 | -7 | -1.8 | 1 | 0.1 | 4 | 0.7 | -1.9 | -1.6
28. O=C(/C=C/c1ccco1)NCc1ccccn1
    4 | 0.8 | 1 | 1 | -0.6 | -15 | 3.7 | -6 | -0.9 | 1.1 | -1.1
29. Cc1cc(C(=O)N2CCCC(N3CCN(c4cccc(C(F)(F)F)c4)CC3)C2)n[nH]1 (centres undefined)
    -1 | -0.8 | -1 | 2 | -1.0 | 1 | -1.2 | -5 | -0.5 | -3.0 | -1.0
30. Cc1cnc(C(=O)OCC(=O)Nc2ccc(Cl)cc2Cl)cn1
    3 | 0.2 | 2 | 3 | 1.2 | -9 | -0.5 | -85 | 0.5 | 1.1 | -0.8
31. COc1ccccc1CN1CCN(C(=O)c2cccc3ccccc23)CC1
    -1 | 0.0 | 0 | -9 | -0.9 | 7 | 1.1 | -1 | . | -2.9 | -1.5
32. O=S1(=O)NC(=NCCOCCO)c2ccccc21
    0 | -0.6 | -1 | 3 | -0.4 | 1 | -1.8 | -3 | -0.6 | -0.6 | -0.9
33. CC(C)(C)OC(=O)CC12CCCCC1NC(=O)O2 (centres undefined)
    -1 | -0.4 | -1 | 2 | 1.7 | 3 | 2.0 | -7 | 0.1 | 0.8 | -0.8
34. COc1cc(C(=O)NCC(c2cccs2)N2CCOCC2)c([N+](=O)[O-])cc1OC (centres undefined)
    -3 | -0.3 | -5 | -3 | 0.6 | 4 | 1.6 | -20 | 0.0 | 1.1 | -1.1
35. O=C(NCC1CCN(C(=O)c2ccc([N+](=O)[O-])cc2)CC1)c1ccc([N+](=O)[O-])cc1
    4 | -0.3 | 0 | -2 | -1.9 | 3 | 1.3 | 1 | -0.1 | -0.9 | -1.1
36. CC1(c2nnc(-c3ccc(Cl)cc3)o2)CC(c2ccc([N+](=O)[O-])cc2)=NO1 (centres undefined)
    0 | 0.9 | 1 | 7 | -2.1 | 1 | -0.5 | 9 | 0.5 | -1.1 | -0.8
37. CN(C)S(=O)(=O)c1cccc(COC(=O)CCNC(=O)c2ccc([N+](=O)[O-])cc2)c1
    -3 | 0.2 | 4 | 3 | -0.2 | 1 | -0.4 | 3 | -0.2 | -0.3 | -1.4
38. COc1ccc(OCC(=O)NNC(=O)c2ccc(-c3ccccc3)cc2)cc1
    -1 | 0.0 | -2 | -1 | -1.3 | 5 | 0.6 | 3 | 0.5 | 2.1 | -1.4
39. CC(C)c1ccc(OCC(=O)N2CCN(C(=O)c3ccco3)CC2)cc1
    2 | 2.1 | 0 | -6 | 0.2 | -1 | 0.1 | -6 | 2.5 | -1.9 | -1.1
40. O=C(COc1ccccc1Cc1ccccc1)Nc1cccnc1
    -1 | -3.9 | -1 | -3 | -3.3 | 1 | -1.0 | -3 | -1.3 | -3.9 | -2.1
41. CNC(=O)CN1C(=O)NC(Cc2c[nH]c3ccccc23)C1=O (centres undefined)
    0 | 0.5 | -4 | -2 | -0.7 | -4 | -2.8 | 0 | 3.1 | -0.1 | -1.9
42. Cc1cccc(-c2nnn(CC/C(N)=N/O)n2)c1
    2 | 0.5 | -1 | 1 | 0.1 | 0 | 3.0 | 2 | -0.1 | 1.5 | -1.3
43. COc1ccc(OC)c(Nc2ncnc3ccc(Br)cc23)c1
    4 | -0.5 | 0 | -3 | -1.1 | 0 | 0.3 | 0 | -0.6 | 4.1 | -1.5
44. Cc1cccc(NC(=O)Cn2cnc3ccc(S(=O)(=O)N4CCC(C)CC4)cc3c2=O)n1
    3 | -0.9 | -1 | 0 | -1.3 | 5 | -1.6 | 6 | 1.0 | -1.0 | -1.2
45. COc1ccc(N2CC(C(=O)N/N=C/c3ccc(C)cc3)CC2=O)cc1 (centres undefined)
    -4 | -1.9 | 1 | -8 | -0.3 | -7 | -2.7 | 0 | -0.6 | 0.1 | -1.9
46. CCn1c(=NC(=O)COc2ccccc2)sc2cccc(F)c21
    -1 | -0.2 | -1 | -1 | -1.7 | 4 | 4.9 | 6 | -0.5 | -1.0 | -1.6
47. COc1ccc(S(=O)(=O)N2CCCCC2c2cc(C(=O)NC(C)C)no2)cc1 (centres undefined)
    -5 | -1.2 | -5 | 0 | 0.9 | -1 | 0.3 | 0 | . | 0.5 | -1.1
48. COc1ccc(C(C)=O)cc1COC(=O)CCNS(=O)(=O)c1ccc(C)cc1
    -5 | -0.5 | 0 | 0 | -1.1 | -4 | 1.8 | -8 | 0.5 | -2.8 | -0.3
49. CCN1C(=O)c2ccc(C(=O)O)cc2C1=O
    2 | -0.3 | -2 | 0 | -1.6 | 4 | -1.0 | 2 | -0.1 | 0.5 | -0.7
50. O=C(CSc1nc(=O)n(CCCN2CCOCC2)c2c1CCCC2)Nc1ccc(F)c(F)c1
    -2 | -0.2 | -2 | -1 | -0.1 | -5 | 1.2 | 1 | 0.3 | 0.8 | 0.0
51. CCC(NC(=O)CCc1nnc(-c2cc(C)on2)o1)C12CC3CC(CC(C3)C1)C2 (centres undefined)
    0 | 0.5 | -1 | 0 | 1.4 | -2 | 2.8 | 5 | 1.2 | 3.6 | -0.9

An excerpt taken from the entries so far, as a working copy:
Values run as follows: NPR1 activator | DAX1 inh-1 | SMARCA2 act | HGIII-sPLA2 inh | hcDAF-12 act | GC-B act | GAA850 FXN act | ADAM10 inh | DAX1 inh-2 | hgDAF-12 ag | ssDAF-12 act
50. O=C(CSc1nc(=O)n(CCCN2CCOCC2)c2c1CCCC2)Nc1ccc(F)c(F)c1
    -2 | -0.2 | -2 | -1 | -0.1 | -5 | 1.2 | 1 | 0.3 | 0.8 | 0.0
51. CCC(NC(=O)CCc1nnc(-c2cc(C)on2)o1)C12CC3CC(CC(C3)C1)C2 (centres undefined)
    0 | 0.5 | -1 | 0 | 1.4 | -2 | 2.8 | 5 | 1.2 | 3.6 | -0.9
